Rpn11 inh – Rpn11 (human) deubiquitinase inhibition; human 26S proteasome, Ub4-pepOG fluorescence polarization; 20S core pre-blocked with epoxomicin; AID 588493; O00487; hit rate 0.59% among 360,000; calls only at 20 µM;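 active = inhibition at 20 µM, scaled to each plate's controls, above about 33%, limit read from the data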
Target sequence (O00487 whole entry, looked up): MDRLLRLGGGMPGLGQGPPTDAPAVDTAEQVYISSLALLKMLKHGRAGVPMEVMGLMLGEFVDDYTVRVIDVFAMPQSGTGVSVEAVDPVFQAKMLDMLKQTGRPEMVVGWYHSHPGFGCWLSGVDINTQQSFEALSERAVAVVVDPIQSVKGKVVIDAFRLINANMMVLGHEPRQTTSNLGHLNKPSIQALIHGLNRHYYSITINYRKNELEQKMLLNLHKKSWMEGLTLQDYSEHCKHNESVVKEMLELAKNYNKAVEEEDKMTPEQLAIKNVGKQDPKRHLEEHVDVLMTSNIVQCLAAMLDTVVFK
Rin1 Abl inh – blocks binding of human Rin1 to Abl; P00519+Q13671; TR-FRET Rin1/Abl binding, biochemical; inhibition, % at 7.35 µM; hit rate 0.4% among 360,000; in the data active = inhibition above about 5%, passing the limit was not always enough
NadD block – blocks S. aureus nicotinate mononucleotide adenylyltransferase; purified NadD enzyme, colorimetric absorbance read-out; inhibition, % at 20 µM; hit rate 0.78% among 360,000; in the data active = inhibition above about 26%; note: some compounds past the cut are filed as inactive
LMPTP block – blocks human LMPTP phosphatase; P24666; recombinant LMPTP-A, OMFP fluorogenic substrate, fluorescence intensity; inhibition, % at 20 µM; hit rate 0.22% among 360,000; AID 651560;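 active = compounds that cut the enzyme signal by at least half of the control window in the single-dose screen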;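 note: plate controls were DMSO wells with enzyme plus substrate for no effect and substrate without enzyme for full effect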
Target sequence (P24666 whole entry, looked up): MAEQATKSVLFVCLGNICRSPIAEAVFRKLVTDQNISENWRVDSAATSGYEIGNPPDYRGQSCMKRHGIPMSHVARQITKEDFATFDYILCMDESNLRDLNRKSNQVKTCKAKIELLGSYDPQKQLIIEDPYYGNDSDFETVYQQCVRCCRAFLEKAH
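Material: LMPTP-A; amount: 0.625 nM enzyme; doses: single 20 µM dose; times: reaction 50 min, room temperature, dark; technique: fluorescence intensity of OMFP turnover product; benchmarks: no-enzyme and uninhibited controls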
DNMT1 block – inhibitors of human DNMT1 | P26358 | DNMT1 molecular beacon, Hinp1I cleavage, fluorescence | inhibition (reported as % activation of signal), % at 10 µM | hit rate 0.83% among 360,000; in the data active = inhibition above about 50%
STEP block – inhibitors of human striatal-enriched phosphatase STEP | inhibition, % at 20 µM | hit rate 0.25% among 360,000 | P54829 | recombinant STEP, OMFP fluorogenic substrate, fluorescence;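 active = inhibition at 20 µM, scaled per plate between control wells, above about 37%, limit read from the data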;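 note: 0% = DMSO with enzyme and substrate and 100% = substrate only without enzyme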
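System: STEP phosphatase, cell-free reaction; Buffer or medium: Bis-Tris pH 6.0 buffer with DTT, detergent; Incubation: 20 min at room temperature, dark; Measured by: fluorescence, 480/540 nm.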
Scp-1 inhibitor – inhibitors of human Scp-1 phosphatase; Q9GZU7; Recombinant Scp1, phosphopeptide, malachite green phosphate absorbance; inhibition, % at 20 µM; hit rate 0.88% among 340,000; AID 493091;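 active = inhibition above about 50% at 20 µM, limit read from the data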;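 note: plate controls were DMSO wells with enzyme for no effect and wells lacking enzyme for full effect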
Target sequence (Q9GZU7 76-261 limits assumed): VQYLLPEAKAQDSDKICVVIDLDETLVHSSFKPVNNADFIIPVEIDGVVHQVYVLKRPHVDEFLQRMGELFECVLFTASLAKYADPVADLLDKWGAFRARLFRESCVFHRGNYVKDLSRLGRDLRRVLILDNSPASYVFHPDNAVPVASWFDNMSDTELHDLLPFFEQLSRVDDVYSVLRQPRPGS
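Test system: SCP-1 catalytic domain; Buffer or medium: Acidic Tris acetate buffer with magnesium and detergent; Also added: Phosphorylated 17-residue peptide substrate; Compound: single 20 µM dose, 1% DMSO; Schedule: enzyme reaction 45 min at room temperature, colour 5 min, stabilisation 30 min; Signal: Phosphate-binding colour reagent, absorbance read at 630 nm.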
Neddylation inh – blocks human cullin neddylation; AID 651699; TR-FRET cullin neddylation, biochemical; hit rate 0.58% among 360,000; calls only at 25 µM; P61081+Q13564; in the data active = inhibition above about 36%
SUMO1 PPI mod – modulators of human SUMO1-mediated protein-protein interactions; SUMO1 binding to a labelled peptide, TR-FRET, 1 h; inhibition, % at 20 µM; hit rate 0.33% among 360,000; AID 602429; in the data active = inhibition above about 37%
Target sequence (P63165 whole entry, looked up): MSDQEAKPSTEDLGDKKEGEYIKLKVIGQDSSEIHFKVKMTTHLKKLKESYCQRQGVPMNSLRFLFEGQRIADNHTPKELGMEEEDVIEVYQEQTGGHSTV
CSN inh – inhibitors of human CSN-mediated cullin deneddylation | Q92905 | Purified CSN, SCF-Nedd8-OG deneddylation, fluorescence polarization | inhibition, % at 12.5 µM | hit rate 0.38% among 360,000 | AID 651999;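 active = pattern-corrected inhibition above about 35%, with an unprinted fluorescence ratio check between 0.5 and 1.5, limit read from the data, passing the limit was not always enough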;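 note: 0% = enzyme with substrate and 100% = substrate without enzyme; some results filed as inactive read as strong as hits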
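Test system: Human Csn5 produced in HEK293T cells | Compound: 12.5 µM single point | Times: 90 min, room temperature | Signal: Fluorescence polarization readout | Read-out basis: % inhibition of substrate cleavage by Csn5 | Controls: no-enzyme wells high, enzyme-with-substrate wells low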
Active calls of the source: *; i = inactive; nt = no result given.

Start of the listing, in advance:
SMILES	Rpn11 inh	Rin1 Abl inh	NadD block	LMPTP block	DNMT1 block	STEP block	Scp-1 inhibitor	Neddylation inh	SUMO1 PPI mod	CSN inh
Cc1ccc(C)c(NC(=O)CCc2nnc3ccc(N4CCCCC4)nn23)c1	i	1	4	-0.7	-1	2	-1	i	-2	-2
N/C(=N\OC(=O)c1cccnc1)c1ccccc1Cl	i	1	0	-1.0	3	-3	-6	i	0	-3
O=C(Cc1cccs1)NCc1cc(Cl)cc(Cl)c1	i	0	-4	1.0	1	-2	-11	i	7	-2
CC(=O)Nn1cc2c(=O)n(C)c(=O)n(C)c2c1	i	1	1	-1.7	-1	-5	-6	i	-2	-2
CCOC(=O)c1cnc2nc(N3CCOCC3)nn2c1N	i	-1	-8	-0.9	9	0	-5	i	3	-1
CCCc1cnc(N2CCN(S(=O)(=O)c3cccs3)CC2)nc1	i	-5	3	1.3	-3	1	-3	i	-1	-2

This part in full, from the first entry:
SMILES	Rpn11 inh	Rin1 Abl inh	NadD block	LMPTP block	DNMT1 block	STEP block	Scp-1 inhibitor	Neddylation inh	SUMO1 PPI mod	CSN inh
Cc1ccc(C)c(NC(=O)CCc2nnc3ccc(N4CCCCC4)nn23)c1	i	1	4	-0.7	-1	2	-1	i	-2	-2
N/C(=N\OC(=O)c1cccnc1)c1ccccc1Cl	i	1	0	-1.0	3	-3	-6	i	0	-3
O=C(Cc1cccs1)NCc1cc(Cl)cc(Cl)c1	i	0	-4	1.0	1	-2	-11	i	7	-2
CC(=O)Nn1cc2c(=O)n(C)c(=O)n(C)c2c1	i	1	1	-1.7	-1	-5	-6	i	-2	-2
CCOC(=O)c1cnc2nc(N3CCOCC3)nn2c1N	i	-1	-8	-0.9	9	0	-5	i	3	-1
CCCc1cnc(N2CCN(S(=O)(=O)c3cccs3)CC2)nc1	i	-5	3	1.3	-3	1	-3	i	-1	-2
CC1(C(=O)NCCc2ccccc2)Cc2c(-c3ccc(C(N)=O)cc3)ccnc2O1 (configuration not stated)	i	0	1	-0.1	-1	-1	nt	i	-3	-4
Nc1nonc1C(=Nc1ccc(Br)cc1)NO	i	2	-5	0.2	-5	-4	-7	i	-2	-4
CC1CC2(CCCCC2)Nc2c1ccc1ccccc21 (configuration not stated)	i	1	5	2.3	-2	3	10	nt	-10	2
CCCCN(C=O)c1c(CC)nc2c(OCc3cccc(Cl)c3)cccn12	i	0	1	2.9	-2	1	nt	i	-3	-3
CSCCC(NS(=O)(=O)c1cccc(C(F)(F)F)c1)C(=O)N1CCN(C(=O)c2ccco2)CC1 (configuration not stated)	i	2	3	-0.9	0	-4	-5	i	1	0
CCOC(=O)C(Cc1ccccc1)NC(=O)CCc1c(C)nc2ncnn2c1C (configuration not stated)	i	1	4	-0.7	5	-1	0	i	3	-4
COc1ccc2cc(N3CCCC3=O)ccc2c1	i	4	2	0.0	0	-1	-3	i	-8	2
O=C(NNC(=S)Nc1ccc(Cl)cc1)c1ccccc1	i	-2	2	-0.9	5	3	-2	i	8	1
O=C(c1cccc(N2C(=O)C3C4C=CC(C4)C3C2=O)c1)N1CCCc2ccccc21 (configuration not stated)	i	0	-2	0.7	0	-1	-5	i	3	3
COC(=O)c1sccc1NC(=S)Nc1ccccc1	i	-9	0	0.0	3	-2	-4	i	7	2
Cc1ccc(Sc2nc(-c3ccccc3)nnc2C(F)(F)F)cc1	i	-1	-1	1.7	1	1	-12	i	-6	0
COc1ccc(S(=O)(=O)N2CCOCC2)cc1NC(=O)Cc1ccc(F)cc1	i	1	-2	0.4	1	0	nt	i	-9	-2
O=C(/C=C/c1cccc([N+](=O)[O-])c1)Nc1ccccn1	i	2	-5	0.9	5	3	-6	i	-2	0
N#Cc1ccc(Oc2c(Cl)cncc2Cl)cc1	i	-1	-10	-0.3	1	-2	-5	i	-1	-8
Cc1c(-n2c(CN3C(=O)c4ccccc4C3=O)nc3ccccc3c2=O)c(=O)n(-c2ccccc2)n1C	i	2	-4	-0.3	-1	-5	-5	i	-6	-2
Cc1ccc(Cn2c(N)nc3ccccc32)cc1	i	0	-10	5.3	3	2	-2	i	3	0
COc1ccc(Cc2nnc(NC(=O)c3ccc(OC)c(OC)c3)s2)cc1	i	2	-2	-0.2	-3	-2	10	i	-1	1
CSc1nc(-c2ccccc2)nc(N2CCCC2)c1C(C)=O	i	0	-7	4.0	-2	3	1	i	0	-3
COc1ccc(/C=C2/NC(=O)CNC2=O)cc1	i	0	-21	-1.5	0	0	-14	i	-23	1
The list goes on.
SMILES	Rpn11 inh	Rin1 Abl inh	NadD block	LMPTP block	DNMT1 block	STEP block	Scp-1 inhibitor	Neddylation inh	SUMO1 PPI mod	CSN inh
Cc1cc(-c2ccc(S(=O)(=O)N3CCc4ccccc4C3)s2)on1	i	1	-3	0.7	1	0	0	i	2	5
CC1(C)C[C@@H]2C[C@@](C)(CN2C(=O)c2cc(COc3cccc(C(F)(F)F)c3)on2)C1	i	2	9	3.2	-5	0	-8	i	2	3
CCCC/C(C)=N/NC(=O)CN(c1ccc(Br)cc1)S(=O)(=O)c1ccccc1	i	1	-2	1.8	1	-4	-6	i	1	-2
CCOC(=O)c1c(C)n(-c2ccc(OC)cc2)c2c(C/C(C)=N/O)c(Br)c(OC)c(O)c12	i	0	10	-0.3	45	-6	2	i	2	-6
Cc1cc(NC(=O)C(C)SCC(=O)OCC(=O)Nc2c(C)cccc2C(C)C)no1 (configuration not stated)	i	0	-8	-0.7	6	-3	-6	i	3	5
COc1ccc2[nH]c(C)c(C(=O)CN3CCc4cc(OC)c(OC)cc4C3)c2c1	i	0	-7	2.0	-9	-2	16	i	-4	7
CN1CCN(C(=S)NC(=O)c2ccccc2Br)CC1	i	-1	-7	-1.6	0	-1	4	i	2	1
O=C(Cc1ccccc1)NNC(=O)c1ccccc1C(=O)O	i	-3	-2	0.7	0	0	-14	i	6	-3
O=C(C1CC(=O)N(c2ccccc2)C1)N1CCN(C2=NS(=O)(=O)c3ccccc32)CC1 (configuration not stated)	i	-1	7	-3.1	1	-4	-3	i	0	-3
O=C(/C=C/c1cccs1)N1CCC2(CC1)Oc1ccc(Cl)cc1C(=O)C21CC(c2ccc(Cl)cc2)=NO1 (configuration not stated)	i	1	22	1.4	8	4	-6	i	-1	2
CCn1c2ccccc2c2cc(NC(=O)COC(=O)c3ccc(O)cc3)ccc21	i	0	16	4.2	-10	-2	-4	i	4	-1
Cc1ccc(CN2CCN(/N=C/c3cc(Br)cc(Br)c3O)CC2)cc1	i	-2	8	2.2	3	0	-2	i	-2	-4
CSc1ccc(NC(=O)C2(C)CCN2C(=O)C2(c3ccccc3)CC2)cc1 (configuration not stated)	i	0	-11	0.4	-1	0	nt	i	2	-4
Cc1ccc(S(=O)(=O)Nc2c(NC3CCCCC3)c3ccccc3oc2=O)cc1	i	4	1	0.6	-3	2	1	i	-2	-1
CCN(CC)c1ccc(C(=O)N/N=C/c2ccccc2OC(F)F)cc1	i	-3	11	1.7	-2	0	-6	nt	-2	-2
c1ccc(-n2ncc3c(NCc4cccs4)ncnc32)cc1	i	-3	0	1.9	3	0	-2	i	6	0
CCOc1cc(C2C(C(=O)OC)=C(C)N=C3SC(C)C(=O)N32)ccc1OC(C)=O (configuration not stated)	i	5	-7	0.9	-9	0	-3	i	-5	-3

2 of the compounds above, field by field.
> O=C(C1CC(=O)N(c2ccccc2)C1)N1CCN(C2=NS(=O)(=O)c3ccccc32)CC1 (configuration not stated)
  Rpn11 inh: i
  Rin1 Abl inh: -1
  NadD block: 7
  LMPTP block: -3.1
  DNMT1 block: 1
  STEP block: -4
  Scp-1 inhibitor: -3
  Neddylation inh: i
  SUMO1 PPI mod: 0
  CSN inh: -3

> c1ccc(-n2ncc3c(NCc4cccs4)ncnc32)cc1
  Rpn11 inh: i
  Rin1 Abl inh: -3
  NadD block: 0
  LMPTP block: 1.9
  DNMT1 block: 3
  STEP block: 0
  Scp-1 inhibitor: -2
  Neddylation inh: i
  SUMO1 PPI mod: 6
  CSN inh: 0

The order is random, and some 3.8% of all compounds hit somewhere here.
